Rpn11 block = Rpn11 (human) deubiquitinase inhibition; O00487; actives 0.59% (n = 360,000); calls only at 20 µM; human 26S proteasome, Ub4-pepOG fluorescence polarization; 20S core pre-blocked with epoxomicin;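 active = inhibition at 20 µM, scaled to each plate's controls, above about 33%, limit read from the data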
MsrA inh = inhibits bovine methionine sulfoxide reductase A. purified bovine MsrA, absorbance read-out. inhibition, % at 15.5 µM. actives 0.75% (n = 360,000); in the data active = inhibition above about 4.5%;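 note: 0% = vehicle wells with enzyme and 100% = reference inhibitor wells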
CSN deneddyl inh = blocks human CSN-mediated cullin deneddylation | inhibition, % at 12.5 µM | Purified CSN, SCF-Nedd8-OG deneddylation, fluorescence polarization | AID 651999 | actives 0.38% (n = 360,000);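 active = pattern-corrected inhibition above about 35%, with an unprinted fluorescence ratio check between 0.5 and 1.5, limit read from the data, passing the limit was not always enough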;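 note: 0% = enzyme with substrate and 100% = substrate without enzyme; some results filed as inactive read as strong as hits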
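Assay system: Purified human Csn5 enzyme expressed in HEK293T cells | Amount: Enzyme 0.24 nM | Measured by: Fluorescence polarization readout | Medium: Tris/NaCl/DTT buffer, pH 7.5 | Compound dosing: One concentration, 12.5 µM, 0.25% DMSO | Times: 90 min incubation of compound, enzyme and substrate at room temperature | Control set: no-enzyme wells high, enzyme-with-substrate wells low | Read-out: % inhibition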
MLLE-PAM2 inh = blocks PAM2 peptide binding to the PABP1 MLLE domain | P11940 | GST-MLLE / FITC-PAM2 fluorescence polarization | inhibition, % at 20 µM | actives 0.36% (n = 360,000); in the data active = inhibition above about 35%, passing the limit was not always enough;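 note: plate controls were DMSO wells with GST-MLLE for no effect and wells lacking GST-MLLE protein for full effect; some results filed as inactive read as strong as hits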
E coli Lon inh = inhibits E. coli Lon protease; P0A9M0; purified E. coli Lon protease, fluorescence polarization; inhibition, % at 7.94 µM; actives 0.42% (n = 360,000); in the data active = inhibition above about 13%, passing the limit was not always enough;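 note: 0% = enzyme with probe and DMSO and 100% = no enzyme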
Rin1 Abl inh = human Rin1-Abl interaction inhibition; P00519+Q13671; TR-FRET Rin1/Abl binding, biochemical; inhibition, % at 7.35 µM; actives 0.4% (n = 360,000); AID 588664; in the data active = inhibition above about 5%, passing the limit was not always enough
FAS TE block = blocks the thioesterase domain of human fatty acid synthase | P49327 | recombinant FAS-TE, OMFH fluorogenic substrate, fluorescence endpoint | inhibition, % at 15 µM | actives 0.67% (n = 360,000);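 active = compounds whose normalised, plate-corrected inhibition of enzyme fluorescence in the single-dose primary screen is 50% or more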;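 note: 0% = DMSO with enzyme and 100% = substrate without enzyme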
Target sequence (P49327 whole entry, looked up, the tested form may be a part): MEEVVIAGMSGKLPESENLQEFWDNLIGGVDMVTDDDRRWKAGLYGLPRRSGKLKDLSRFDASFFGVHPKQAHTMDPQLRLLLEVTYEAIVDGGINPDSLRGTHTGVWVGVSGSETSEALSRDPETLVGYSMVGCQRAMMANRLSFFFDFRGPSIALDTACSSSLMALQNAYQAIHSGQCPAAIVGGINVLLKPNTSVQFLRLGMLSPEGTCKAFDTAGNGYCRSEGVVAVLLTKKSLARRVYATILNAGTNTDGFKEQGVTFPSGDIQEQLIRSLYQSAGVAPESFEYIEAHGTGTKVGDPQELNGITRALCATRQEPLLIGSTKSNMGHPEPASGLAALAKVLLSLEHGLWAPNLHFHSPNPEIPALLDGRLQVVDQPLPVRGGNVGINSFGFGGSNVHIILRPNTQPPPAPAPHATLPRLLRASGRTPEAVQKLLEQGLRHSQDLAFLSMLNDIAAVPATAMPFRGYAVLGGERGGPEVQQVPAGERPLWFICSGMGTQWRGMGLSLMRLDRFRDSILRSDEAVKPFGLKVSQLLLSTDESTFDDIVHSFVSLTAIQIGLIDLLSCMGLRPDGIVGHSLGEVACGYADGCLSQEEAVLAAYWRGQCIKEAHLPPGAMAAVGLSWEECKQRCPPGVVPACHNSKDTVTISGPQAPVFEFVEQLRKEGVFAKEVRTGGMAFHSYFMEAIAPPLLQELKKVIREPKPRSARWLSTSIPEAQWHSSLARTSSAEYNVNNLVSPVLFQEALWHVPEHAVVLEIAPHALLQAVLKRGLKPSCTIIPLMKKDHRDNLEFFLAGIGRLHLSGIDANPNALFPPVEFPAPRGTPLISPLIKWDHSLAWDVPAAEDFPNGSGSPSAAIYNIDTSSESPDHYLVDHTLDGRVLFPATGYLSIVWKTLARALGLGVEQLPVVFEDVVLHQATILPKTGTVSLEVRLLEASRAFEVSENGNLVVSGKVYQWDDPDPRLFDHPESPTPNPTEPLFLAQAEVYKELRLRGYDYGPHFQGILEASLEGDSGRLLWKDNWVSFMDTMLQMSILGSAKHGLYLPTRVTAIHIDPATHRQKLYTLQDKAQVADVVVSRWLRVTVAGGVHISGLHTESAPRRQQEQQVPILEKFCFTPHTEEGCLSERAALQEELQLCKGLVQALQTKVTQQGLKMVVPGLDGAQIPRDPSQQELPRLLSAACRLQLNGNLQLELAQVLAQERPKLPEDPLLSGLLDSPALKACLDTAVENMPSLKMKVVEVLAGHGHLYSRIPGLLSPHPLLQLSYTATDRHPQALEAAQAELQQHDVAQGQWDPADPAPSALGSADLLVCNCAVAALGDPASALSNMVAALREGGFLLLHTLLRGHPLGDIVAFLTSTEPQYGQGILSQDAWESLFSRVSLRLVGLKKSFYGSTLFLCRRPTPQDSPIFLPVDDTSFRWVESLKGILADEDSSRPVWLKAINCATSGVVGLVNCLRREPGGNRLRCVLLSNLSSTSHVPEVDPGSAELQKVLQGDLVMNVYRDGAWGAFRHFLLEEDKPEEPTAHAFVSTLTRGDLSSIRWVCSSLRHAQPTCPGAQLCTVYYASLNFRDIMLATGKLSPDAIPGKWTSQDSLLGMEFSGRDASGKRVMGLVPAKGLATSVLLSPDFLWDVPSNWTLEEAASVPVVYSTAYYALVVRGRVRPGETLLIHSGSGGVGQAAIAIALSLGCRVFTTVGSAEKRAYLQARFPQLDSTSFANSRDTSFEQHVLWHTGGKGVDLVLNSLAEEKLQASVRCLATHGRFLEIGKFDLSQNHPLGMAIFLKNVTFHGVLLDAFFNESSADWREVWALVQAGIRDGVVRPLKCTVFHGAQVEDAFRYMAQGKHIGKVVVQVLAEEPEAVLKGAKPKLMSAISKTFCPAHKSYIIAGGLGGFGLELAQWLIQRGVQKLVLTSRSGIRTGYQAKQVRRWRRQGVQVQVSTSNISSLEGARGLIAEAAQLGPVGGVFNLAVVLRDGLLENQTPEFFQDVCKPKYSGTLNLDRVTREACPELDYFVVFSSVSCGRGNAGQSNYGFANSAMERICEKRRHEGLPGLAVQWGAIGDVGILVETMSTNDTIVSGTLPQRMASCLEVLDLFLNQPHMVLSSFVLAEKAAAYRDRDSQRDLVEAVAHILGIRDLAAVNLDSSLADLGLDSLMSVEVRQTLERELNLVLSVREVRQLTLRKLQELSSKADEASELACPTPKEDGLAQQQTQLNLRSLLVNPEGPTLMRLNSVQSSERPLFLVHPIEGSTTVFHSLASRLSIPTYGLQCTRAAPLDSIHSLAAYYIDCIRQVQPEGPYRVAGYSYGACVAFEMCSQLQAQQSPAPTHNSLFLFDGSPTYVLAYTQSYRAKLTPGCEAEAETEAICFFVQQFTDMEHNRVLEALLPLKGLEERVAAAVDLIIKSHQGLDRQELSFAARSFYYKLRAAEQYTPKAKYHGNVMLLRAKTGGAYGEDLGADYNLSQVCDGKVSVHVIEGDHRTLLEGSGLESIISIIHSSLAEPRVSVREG
MT1-MMP act inh = inhibitors of human MT1-MMP activation; P50281; HT1080 RFP-PRO-GFP cells, GFP/RFP ratio fluorescence, overnight; percent of plate control window, DMSO zero; GFP/RFP ratio change, % at 20 µM; actives 0.061% (n = 360,000);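 active = GFP/RFP ratio change of at least 30% with cell ATP level not reduced by more than half and red fluorescence within 50% of control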; note: strong numbers were not always called active
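Compound: 20 µM single dose, 1% DMSO / System: HT1080 RFP-PRO-GFP cells / Controls: DMSO and RFP-L50D-GFP cell wells / Read-out basis: GFP/RFP fluorescence ratio / Schedule: overnight compound exposure at 37 °C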
bovine MsrA act = activates bovine MsrA enzyme; activation, % at 10.6 µM; actives 0.3% (n = 360,000); purified bovine MsrA, absorbance read-out; in the data active = activation above about 7.5%;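 note: 0% = vehicle and 100% = reference activator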
* = called active by the depositor.

CCOC(=O)C1CCCN(C(=O)c2cc3ccc(OC)cc3[nH]2)C1 (configuration not stated) was read as Rpn11 block inactive, MsrA inh 0.2, CSN deneddyl inh 2, MLLE-PAM2 inh 0, E coli Lon inh 7, Rin1 Abl inh -1, FAS TE block -3, MT1-MMP act inh 6 and bovine MsrA act 0.
Screening COc1ccc(/C=N/OCC(=O)Nn2c(C)nc3ccccc3c2=O)cc1 returned Rpn11 block inactive, MsrA inh -0.7, CSN deneddyl inh -2, MLLE-PAM2 inh 2, E coli Lon inh -9, Rin1 Abl inh 1, FAS TE block -12, MT1-MMP act inh -1 and bovine MsrA act -3.
CCOc1ccc(N=Nc2c(=O)[nH]n3c(C)cc(C)nc23)cc1 was read as Rpn11 block inactive, MsrA inh 1.0, CSN deneddyl inh 7, MLLE-PAM2 inh -52, E coli Lon inh -103, Rin1 Abl inh -14, FAS TE block -6, MT1-MMP act inh 18 and bovine MsrA act -4.
CN1CCN(S(=O)(=O)c2ccc3[nH]cc(C(=O)O)c(=O)c3c2)CC1 was read as Rpn11 block inactive, MsrA inh 4.1, CSN deneddyl inh 0, MLLE-PAM2 inh -10, E coli Lon inh -1, Rin1 Abl inh 1, FAS TE block -7, MT1-MMP act inh -2 and bovine MsrA act -3.
`COc1ccc(CN2CCC(n3nccc3NC(=O)c3ccc4c(c3)OCO4)CC2)cc1C` gave Rpn11 block inactive, MsrA inh -0.5, CSN deneddyl inh -4, MLLE-PAM2 inh 4, E coli Lon inh 3, Rin1 Abl inh 4, FAS TE block -6, MT1-MMP act inh -1 and bovine MsrA act 0.
C/C(=N\Nc1ccc2nncn2n1)c1cccs1 was read as Rpn11 block inactive, MsrA inh 1.7, CSN deneddyl inh -6, MLLE-PAM2 inh 6, E coli Lon inh -3, Rin1 Abl inh -5, FAS TE block -6, MT1-MMP act inh 3 and bovine MsrA act -5.
For COc1cc(/C=C2\C(=N)N3N=C(C)SC3=NC2=O)cc(OC)c1OCCOc1ccccc1C the results were Rpn11 block inactive, MsrA inh -2.0, CSN deneddyl inh -3, MLLE-PAM2 inh -1, E coli Lon inh 1, Rin1 Abl inh -2, FAS TE block 0, MT1-MMP act inh -5 and bovine MsrA act -2.
`Nc1c2nc(-c3ccccc3)[nH]c(=O)c2nc(=O)n1-c1ccccc1` gave Rpn11 block inactive, MsrA inh 0.8, CSN deneddyl inh -2, MLLE-PAM2 inh -3, E coli Lon inh -10, Rin1 Abl inh 0, FAS TE block -8, MT1-MMP act inh 4 and bovine MsrA act -3.
`CC(=O)c1ccc(OCC(O)CN2CCN(S(=O)(=O)c3c(C)cc(C)cc3C)CC2)cc1` (configuration not stated) gave Rpn11 block inactive, MsrA inh -1.4, CSN deneddyl inh 3, MLLE-PAM2 inh -3, E coli Lon inh 4, Rin1 Abl inh -1, FAS TE block 3, MT1-MMP act inh -8 and bovine MsrA act -1.
FC(F)C(F)(F)Oc1cccc(Nc2nccn3c(-c4cc(C(F)(F)F)cc(C(F)(F)F)c4)cnc23)c1 was read as Rpn11 block inactive, MsrA inh 2.1, CSN deneddyl inh 4, MLLE-PAM2 inh -11, E coli Lon inh -2, Rin1 Abl inh 2, FAS TE block 11, MT1-MMP act inh 3 and bovine MsrA act -1.
`O=C(NNc1ccccc1)C(CCO)C(=O)NNc1ccccc1` gave Rpn11 block inactive, MsrA inh 0.3, CSN deneddyl inh -10, MLLE-PAM2 inh 1, E coli Lon inh 1, Rin1 Abl inh -2, FAS TE block -2, MT1-MMP act inh -7 and bovine MsrA act -4.
For COC(=O)c1sc(-c2ccc(Cl)cc2)cc1NC(=O)/C=C/C(=O)O the results were Rpn11 block inactive, MsrA inh 1.0, CSN deneddyl inh 7, MLLE-PAM2 inh -2, E coli Lon inh 4, Rin1 Abl inh -1, FAS TE block 4, MT1-MMP act inh -2 and bovine MsrA act -3.
Cc1ccc(-n2c(CCc3nc4ccccc4[nH]3)n[nH]c2=S)cc1 was read as Rpn11 block inactive, MsrA inh -1.6, CSN deneddyl inh -5, MLLE-PAM2 inh 5, E coli Lon inh 1, Rin1 Abl inh 1, FAS TE block -5, MT1-MMP act inh 5 and bovine MsrA act -1.
O=C(Cc1ccc(Br)cc1)NCCCn1ccnc1 was read as Rpn11 block inactive, MsrA inh -0.9, CSN deneddyl inh 1, MLLE-PAM2 inh 8, E coli Lon inh -3, Rin1 Abl inh 0, FAS TE block -3, MT1-MMP act inh -1 and bovine MsrA act -1.
Screening CCOC(=O)N1CCC(NC(=O)C2CCN(S(=O)(=O)N3CCCC3)CC2)CC1 returned Rpn11 block inactive, MsrA inh -0.7, CSN deneddyl inh 3, MLLE-PAM2 inh -8, E coli Lon inh -6, Rin1 Abl inh 1, FAS TE block -8, MT1-MMP act inh -1 and bovine MsrA act -2.
For Cc1nn(C(C)C(=O)NC2C(=O)N3C(C(=O)O)=C(CSc4nnnn4C)CSC23)cc1Cl (configuration not stated) the results were Rpn11 block inactive, MsrA inh -0.1, CSN deneddyl inh 4, MLLE-PAM2 inh 7, E coli Lon inh -1, Rin1 Abl inh 1, FAS TE block -2, MT1-MMP act inh -3 and bovine MsrA act -1.
`Oc1ccc(C(=S)N2CCCC2)cc1` gave Rpn11 block inactive, MsrA inh -0.2, CSN deneddyl inh 1, MLLE-PAM2 inh 36, E coli Lon inh -3, Rin1 Abl inh 1, FAS TE block -5, MT1-MMP act inh -2 and bovine MsrA act -2.
CCOC(=O)CCCCCC(=O)Nc1ccc2c(c1)C(=O)N([C@@H](C)CO)C[C@H](C)[C@H](CN(C)C(=O)c1ccccc1)OCCCC[C@H](C)O2 was read as Rpn11 block inactive, MsrA inh -0.1, CSN deneddyl inh 1, MLLE-PAM2 inh -7, E coli Lon inh -8, Rin1 Abl inh 0, FAS TE block -3, MT1-MMP act inh -2 and bovine MsrA act 7.
Screening CCS(=O)(=O)Nc1ccc(C2=NN(C(=O)c3ccco3)C(c3cccc(F)c3)C2)cc1 (configuration not stated) returned Rpn11 block inactive, MsrA inh 2.7, CSN deneddyl inh 4, MLLE-PAM2 inh -3, E coli Lon inh 0, Rin1 Abl inh 0, FAS TE block 19, MT1-MMP act inh 0 and bovine MsrA act -5.
Screening COc1ccc(NC(=O)c2cccnc2Cl)c(S(=O)(=O)N2CCOCC2)c1 returned Rpn11 block inactive, MsrA inh 0.5, CSN deneddyl inh 0, MLLE-PAM2 inh 0, E coli Lon inh -5, Rin1 Abl inh -1, FAS TE block -6, MT1-MMP act inh -1 and bovine MsrA act -4.
For COc1ccc(C(=O)c2cnc(/N=C/N(C)C)s2)cc1 the results were Rpn11 block inactive, MsrA inh 4.4, CSN deneddyl inh -1, MLLE-PAM2 inh 3, E coli Lon inh -5, Rin1 Abl inh 0, FAS TE block -11, MT1-MMP act inh -2 and bovine MsrA act -11.
O=S(=O)(NCCc1cn2ccccc2n1)c1ccc(-c2ccccc2)cc1 was read as Rpn11 block inactive, MsrA inh 0.7, CSN deneddyl inh -1, MLLE-PAM2 inh 2, E coli Lon inh -7, Rin1 Abl inh 0, FAS TE block 2, MT1-MMP act inh -1 and bovine MsrA act -1.
O=C(NC(=O)c1c(F)cccc1F)O/N=C1\CCCc2occc21 was read as Rpn11 block inactive, MsrA inh -0.3, CSN deneddyl inh -2, MLLE-PAM2 inh 6, E coli Lon inh 4, Rin1 Abl inh 1, FAS TE block -10, MT1-MMP act inh -1 and bovine MsrA act -5.
`c1ccc2c(-c3nn[nH]n3)cccc2c1` gave Rpn11 block inactive, MsrA inh -0.1, CSN deneddyl inh 4, MLLE-PAM2 inh 2, E coli Lon inh -12, Rin1 Abl inh 1, FAS TE block -9, MT1-MMP act inh -1 and bovine MsrA act -3.
Screening O=C1NC(=O)C(CC(=O)N(Cc2cccs2)C2(C(=O)NC3CCCCC3)CCCCC2)N1 (configuration not stated) returned Rpn11 block inactive, MsrA inh 3.5, CSN deneddyl inh -5, MLLE-PAM2 inh 7, E coli Lon inh 9, Rin1 Abl inh 1, FAS TE block -13, MT1-MMP act inh 0 and bovine MsrA act 1.
Screening Cc1cccc(NC(=O)CSCC(=O)N(C)Cc2ccc(Cl)c(Cl)c2)c1 returned Rpn11 block inactive, MsrA inh 0.6, CSN deneddyl inh 4, MLLE-PAM2 inh 12, E coli Lon inh -2, Rin1 Abl inh -1, FAS TE block 17, MT1-MMP act inh -1 and bovine MsrA act 2.
O=C(COC(=O)c1ccccc1O)Nc1cccnc1Cl was read as Rpn11 block inactive, MsrA inh 0.5, CSN deneddyl inh -6, MLLE-PAM2 inh -11, E coli Lon inh -7, Rin1 Abl inh 1, FAS TE block -5, MT1-MMP act inh 6 and bovine MsrA act -9.
`CCOc1cc(N2CCOCC2)c(OCC)cc1NC(=O)C1=COCCO1` gave Rpn11 block inactive, MsrA inh 0.3, CSN deneddyl inh 1, MLLE-PAM2 inh -6, E coli Lon inh -4, Rin1 Abl inh -1, FAS TE block -7, MT1-MMP act inh 3 and bovine MsrA act -2.
For COC(=O)NNC(=O)COc1ccc2ccccc2c1Br the results were Rpn11 block inactive, MsrA inh -0.9, CSN deneddyl inh 2, MLLE-PAM2 inh -13, E coli Lon inh -12, Rin1 Abl inh -8, FAS TE block -9, MT1-MMP act inh -1 and bovine MsrA act 0.
For O=[N+]([O-])c1cccc(-c2ccc3nnc(SCc4cccnc4)n3n2)c1 the results were Rpn11 block inactive, MsrA inh 0.9, CSN deneddyl inh 0, MLLE-PAM2 inh 10, E coli Lon inh -7, Rin1 Abl inh 2, FAS TE block 28, MT1-MMP act inh -8 and bovine MsrA act -4.
CC(Oc1ccccc1)C(=O)NNC(=O)c1cccs1 (configuration not stated) was read as Rpn11 block inactive, MsrA inh 0.5, CSN deneddyl inh -1, MLLE-PAM2 inh 4, E coli Lon inh -6, Rin1 Abl inh 4, FAS TE block -5, MT1-MMP act inh 5 and bovine MsrA act 1.
CCN(CC)C(=S)Nc1ccc2nc3n(c(=O)c2c1)CCCCC3 was read as Rpn11 block inactive, MsrA inh 4.0, CSN deneddyl inh 4, MLLE-PAM2 inh -39, E coli Lon inh -5, Rin1 Abl inh 1, FAS TE block -2, MT1-MMP act inh 0 and bovine MsrA act -1.
Cc1cc(NC(=O)c2ccc(Cl)c([N+](=O)[O-])c2)no1 was read as Rpn11 block inactive, MsrA inh 0.7, CSN deneddyl inh 1, MLLE-PAM2 inh -16, E coli Lon inh 3, Rin1 Abl inh -3, FAS TE block -4, MT1-MMP act inh -2 and bovine MsrA act -2.
For CN(C(=O)COc1ccccc1)C1CCS(=O)(=O)C1 (configuration not stated) the results were Rpn11 block inactive, MsrA inh -0.5, CSN deneddyl inh -2, MLLE-PAM2 inh -2, E coli Lon inh -7, Rin1 Abl inh 3, FAS TE block -5, MT1-MMP act inh 0 and bovine MsrA act -2.

Pulled one by one from the list above, two records:
CCN(CC)C(=S)Nc1ccc2nc3n(c(=O)c2c1)CCCCC3 was read as Rpn11 block inactive, MsrA inh 4.0, CSN deneddyl inh 4, MLLE-PAM2 inh -39, E coli Lon inh -5, Rin1 Abl inh 1, FAS TE block -2, MT1-MMP act inh 0 and bovine MsrA act -1.
Screening Cc1cccc(NC(=O)CSCC(=O)N(C)Cc2ccc(Cl)c(Cl)c2)c1 returned Rpn11 block inactive, MsrA inh 0.6, CSN deneddyl inh 4, MLLE-PAM2 inh 12, E coli Lon inh -2, Rin1 Abl inh -1, FAS TE block 17, MT1-MMP act inh -1 and bovine MsrA act 2.

Outcome played no part in choosing rows, and some 3.7% of all compounds hit somewhere here.
